TRPC6 inhibitor = mouse TRPC6 channel inhibitors, primary screen, cell-based, HEK293, membrane potential dye | B-score at 10 µM | Short transient receptor potential channel 6 (Mus musculus), Q61143 | actives 1.1% (n = 310,000) | ACh-evoked depolarization; stronger effect = lower value;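 active means B-score under library mean minus 3 SD, initial fluorescence not abnormally high, positive integrated signal ratio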;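 further: B-score derived from integrated fluorescence ratio over the kinetic read; more negative B-score means stronger inhibition of depolarization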
HIF act = HIF pathway transcriptional activators, primary screen, cell-based, U2OS HRE-luciferase, luminescence; U2OS HRE-luciferase reporter; normalized: DMSO 0%, desferrioxamine 100%; activation, % at 7.5 µM (by protocol); actives 0.32% (n = 300,000); AID 1910, 2009;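 active means mean activation of at least 10% of the iron chelator positive control signal, with at least half of replicates also reaching 10%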
MrgX1 ag = agonists of human MrgX1 receptor, primary screen, HEK293 cells, Fluo-4 calcium flux; Mas-related G-protein coupled receptor member X1 (Homo sapiens), Q96LB2; Fluo-4 calcium fluorescence, agonist mode; stronger effect = higher value; B-score at 10 µM; actives 0.44% (n = 310,000); AID 588627, 2011;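 active means calcium response B-score plate-corrected fluorescence ratio at least 3 library SD, with starting fluorescence B-score inside 5 SD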
Target sequence (Q96LB2 whole entry, looked up): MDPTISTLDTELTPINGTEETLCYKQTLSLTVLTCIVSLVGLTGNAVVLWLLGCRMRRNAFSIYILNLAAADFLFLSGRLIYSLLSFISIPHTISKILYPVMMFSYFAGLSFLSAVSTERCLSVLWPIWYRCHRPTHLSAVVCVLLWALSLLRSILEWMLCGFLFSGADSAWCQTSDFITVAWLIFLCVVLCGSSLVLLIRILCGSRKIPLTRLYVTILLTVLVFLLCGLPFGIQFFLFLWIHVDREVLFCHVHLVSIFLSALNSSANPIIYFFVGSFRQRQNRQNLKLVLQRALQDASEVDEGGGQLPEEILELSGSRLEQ
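times = overnight plating, then 30 min 37 °C plus 30 min room-temperature dye loading | assay system = stable human MrgX1 HEK293 cell line | input = fifteen thousand cells per well | signal = kinetic calcium dye fluorescence, Fluo-4 NW | dosing = compound delivered in addition one of three | read-out = B-scored fluorescence response ratio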
MrgX1 allo act = positive allosteric modulators of MrgX1, primary screen, HEK293 cells, Fluo-4 calcium flux | Mas-related G-protein coupled receptor member X1 (Homo sapiens), Q96LB2 | FDSS; stronger effect = higher value | B-score at 10 µM | actives 0.63% (n = 310,000) | AID 588675, 2011;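 active means plate-corrected calcium response at least 3 library SD above typical, normal starting fluorescence, not activating the receptor alone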;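 further: compound read alongside a low EC10 to EC30 dose of BAM8-22 agonist; peak minus trough fluorescence over baseline measured at the second addition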
TRPC6 act = mouse TRPC6 channel activators, primary screen, cell-based, HEK293, membrane potential dye | B-score at 10 µM | actives 0.13% (n = 310,000) | HEK293-TRPC6 membrane potential dye fluorescence; stronger effect = higher value | AID 2550, 2010 | Short transient receptor potential channel 6 (Mus musculus), Q61143;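 active means B-score of the integrated fluorescence ratio above library mean plus 3 SD, and starting fluorescence ratio within library mean plus 5 SD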;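 further: higher score means more depolarization so channel activation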
RGS4 block = RGS4 inhibitors, primary screen, cell-based, HEK293 M3R inducible RGS4, calcium flux. Regulator of G-protein signaling 4 (Homo sapiens), P49798. Fluo-4 calcium flux; stronger effect = higher value; triggered by carbachol at its EC20. B-score at 10 µM. actives 0.45% (n = 310,000);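 active means B-score, a plate-corrected calcium signal, over three deviations above library mean, with baseline fluorescence within five deviations of library mean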;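 further: RGS4 expression induced by doxycycline in cells with stable M3 receptor; B-score is computed from the integrated fluorescence ratio over baseline after carbachol; higher B-score means a larger calcium signal and so more RGS4 inhibition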
Target sequence (P49798 whole entry, looked up): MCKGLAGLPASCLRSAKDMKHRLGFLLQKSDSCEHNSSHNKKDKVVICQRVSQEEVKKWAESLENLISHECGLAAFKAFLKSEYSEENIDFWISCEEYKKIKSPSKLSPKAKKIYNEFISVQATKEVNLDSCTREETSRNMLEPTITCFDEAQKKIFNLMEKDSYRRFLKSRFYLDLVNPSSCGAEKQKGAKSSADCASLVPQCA
Platelet DG rel = inhibitors of platelet dense granule secretion, primary screen, cell-based, MLPCN, human platelets. human platelet-rich plasma, SFLLRN dense granule ATP release, luminescence. inhibition, %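 (compounds screened at 7.5 µM in platelet-rich plasma)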. actives 0.22% (n = 300,000). AID 1663, 2009;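 active means mean replicate score, as percent of positive control, at or above 50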
MrgX1 antag = antagonists of human MrgX1 receptor, primary screen, HEK293 cells, Fluo-4 calcium flux. actives 1.3% (n = 310,000). B-score at 10 µM. Mas-related G-protein coupled receptor member X1 (Homo sapiens), Q96LB2. AID 588676, 2011. BAM8-22 antagonism; stronger effect = lower value;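 active means calcium-response B-score plate-corrected more than 3 library SD below zero, starting fluorescence within 5 deviations, no agonist response on first addition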;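 further: peak minus trough fluorescence over baseline after final BAM8-22 challenge near maximal dose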
TRPC4 inh = inhibitors of mouse TRPC4 channel, primary screen, Fluo4 calcium, HEK293 TRPC4beta/mu-opioid cells | actives 0.39% (n = 300,000) | DAMGO-evoked Fluo4 calcium flux; stronger effect = lower value | AID 2247, 2010 | Short transient receptor potential channel 4 (Mus musculus), Q9QUQ5 | B-score at 10 µM;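 active means B-score over 3 SD under the library average, no early fluorescence shift, positive overall ratio signal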
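test system = HEK293 cells with stable TRPC4beta plus mu-opioid receptor expression | detection = Fluo4 Ca2+ flux fluorescence | read-out = integrated fluorescence ratio relative to baseline, converted to per-well B score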
RGS4 act = RGS4 potentiators or activators, primary screen, cell-based, HEK293 M3R inducible RGS4, calcium flux. carbachol calcium flux Fluo4; stronger effect = lower value. B-score at 10 µM. actives 0.92% (n = 310,000);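 active means B-score of the integrated calcium signal more than 4 SD below the library mean, with starting fluorescence not abnormally high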;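 further: negative B-score means reduced calcium response which marks RGS4 activation or potentiation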
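Material: Inducible-RGS4 HEK293 cells carrying M3 receptor; also added: carbachol at ECmax as muscarinic agonist stimulus; incubation: compound preincubation 20 min at room temperature before agonist; signal: Fluo4-AM (2 µM) calcium-flux fluorescence, kinetic read; measure: integrated calcium ratio converted to B score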
SKKanGAS inh = S. pyogenes SKKanGAS growth inhibitors in kanamycin, primary screen, streptokinase expression inhibitor project, SKKanGAS strain, BacTiter-Glo luminescence. 6 h. inhibition, % at 7.5 µM. actives 1.3% (n = 300,000);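 active means mean replicate score, as percent of positive control median, at least 50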;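 further: strain carries kanamycin resistance gene driven by streptokinase promoter and grows in 40 µg/ml kanamycin; loss of luminescence reflects streptokinase promoter inhibition or plain growth inhibition; 0% = median of DMSO wells and 100% = positive control at its reference dose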
The depositor's hits bear a star; i = inactive; . = no result given.

smiles	TRPC6 inhibitor	HIF act	MrgX1 ag	MrgX1 allo act	TRPC6 act	RGS4 block	Platelet DG rel	MrgX1 antag	TRPC4 inh	RGS4 act	SKKanGAS inh
CC1=NN(C(=O)c2ccc(Cn3cc([N+](=O)[O-])cn3)cc2)C(O)(C(F)(F)F)C1 (centres undefined)	i	-0.5	i	i	i	i	-13	i	i	i	-11
O=[N+]([O-])c1ccccc1SNc1ccccn1	i	0.0	i	i	i	i	-4	i	i	i	-7
O=C(CN1CCN(C2CCCCC2)CC1)NCCC1=CCCCC1	i	0.1	i	i	i	i	7	i	i	i	5
COc1ccc(Cc2nnn(CC(=O)O)n2)cc1	i	-0.4	i	i	i	i	-9	i	i	i	-4
O=C(C1CCN(S(=O)(=O)c2cnc[nH]2)CC1)N1CCN(c2ccc([N+](=O)[O-])cc2)CC1	i	0.5	i	i	i	i	-6	i	i	i	3
Oc1ccc(CCC2CCCCN2Cc2nc(C3CC3)no2)cc1 (centres undefined)	i	0.6	i	i	i	i	-3	i	i	i	-7
O=C(NCCc1ccccc1)/C(=C\c1ccccc1)NC(=O)c1ccco1	i	-0.7	i	i	i	i	-1	i	i	i	26
CC(=O)c1cnc(-c2ccccc2Cl)s1	i	1.1	i	i	i	i	-3	i	i	i	-8
CCOC(=O)c1[nH]c2ccccc2c1NC(=O)c1ccco1	i	-0.4	i	i	i	i	4	i	i	i	1
CCCC(=O)Nc1nc(-c2ccc(OC)cc2)cs1	i	1.4	i	i	i	i	-2	i	i	i	8
CC(C)NC(=O)COc1ccccc1C#N	i	-0.2	i	i	i	i	-2	i	.	i	-3
Cc1ccc(S(=O)(=O)NCC(=O)N(c2ccccc2)C(C(=O)NCc2ccccc2)c2ccco2)cc1 (centres undefined)	i	-0.9	i	i	i	i	-5	i	i	i	10
COc1ccc(OCc2cc(C(=O)N(C)Cc3nnc(C)o3)no2)c(Cl)c1	i	3.1	i	i	i	i	-27	i	i	i	-6
CCc1ccc(C2NC(=S)NC3=C2C(=O)CCC3)cc1 (centres undefined)	i	-0.3	i	i	i	i	6	i	i	i	-2
Cc1csc(NC(=O)c2cccc(S(=O)(=O)N3CCCCC3)c2)n1	i	0.1	i	i	i	i	1	i	i	i	-2
CCOC(=O)c1ccc(N2NC(=O)/C(=C/c3ccc(OC(=O)c4ccco4)c(OC)c3)C2=O)cc1	i	-0.7	i	i	i	i	20	i	i	i	4
CCOc1ccccc1NC(=O)CC1NCCNC1=O (centres undefined)	i	-0.6	i	i	i	i	-3	i	i	i	10
CNC(=S)NNc1nc(-c2ccccc2)c2cc(Cl)ccc2n1	i	-0.1	i	i	i	i	14	i	i	i	-2
O=S(=O)(c1ccccc1)c1nc(-c2ccco2)oc1NCCCN1CCOCC1	i	-0.3	i	i	i	i	16	i	i	i	-2
CCCCNCc1cc(OC)c(OCC(N)=O)cc1Br	i	0.0	i	i	i	i	3	i	i	i	6

(further entries)
smiles	TRPC6 inhibitor	HIF act	MrgX1 ag	MrgX1 allo act	TRPC6 act	RGS4 block	Platelet DG rel	MrgX1 antag	TRPC4 inh	RGS4 act	SKKanGAS inh
O=C(c1cc(COc2cccc(C(F)(F)F)c2)on1)N1C[C@@H]2CCC[C@H]1C2	i	3.3	i	i	i	i	-8	i	i	i	3
O=S(=O)(/N=C(/c1ccccc1Cl)N1CCOCC1)c1ccccc1	i	-0.4	i	i	i	i	2	i	i	i	2
Cc1cccc(Nc2nnc(SCC3CCCCO3)s2)c1C (centres undefined)	i	0.7	i	i	i	i	10	i	i	i	-1
C=C(C)CNC(=O)CCc1nnc(Cc2cccc(C(F)(F)F)c2)o1	i	2.2	i	i	i	i	-3	i	i	i	3
O=C(c1ccc2c(c1)OCO2)C1CCCN(Cc2cc(F)ccc2-n2cccn2)C1 (centres undefined)	i	-0.3	i	i	i	i	9	i	-5*	i	-3
CC(C)c1ccc(NC(=S)NNc2ccc(Cl)c(C(=O)O)c2)cc1	i	-0.2	i	i	i	i	15	i	i	i	6
O=c1cc(COc2ccccc2[N+](=O)[O-])nc2sccn12	i	0.3	i	i	i	i	6	i	i	i	-10
Fc1ccc(-c2nnc(SCc3cccnc3)o2)cc1	i	1.0	i	i	i	i	-3	i	i	i	11
CC(=C/c1ccccc1)/C=N/NC(=O)c1ccc2nc[nH]c2c1	i	0.8	i	i	i	i	1	i	i	i	2
CCn1c(SCC(=O)NC(=O)c2ccccc2OC)nc2ccccc21	i	-0.1	i	i	i	i	5	i	i	i	0
O=C(c1ccc(-n2ccnc2)cc1)N1CCCC(CO)(Cc2cccc(Cl)c2)C1 (centres undefined)	i	-0.5	i	i	i	i	-1	i	i	i	1
O=C(O)CSCC(=O)Nc1ccccc1SCCS(=O)(=O)c1ccc(Cl)cc1	i	-0.3	i	i	i	i	1	i	i	i	3
Fc1ccc(COc2ccc3ccccc3c2CNc2nn[nH]n2)cc1	i	1.8	i	i	i	i	-6	i	i	i	16
COc1cc(CCN2C(=O)c3cccc4cccc(c34)C2=O)c(S(=O)(=O)N2CCC(C)CC2)cc1OC	i	0.1	i	i	i	i	-7	i	i	i	8
CCCNC(=O)Nc1nc2ccccc2s1	i	1.7	i	i	i	i	-2	i	i	i	0
CSc1ccccc1OCc1cc(C(=O)NCc2cccc(C)n2)no1	i	3.5	i	i	i	i	-2	i	i	i	3
Cc1cccc(CSc2nnc(CCNC(=O)OC(C)(C)C)o2)c1	i	0.3	i	i	i	i	5	i	i	i	10
COc1ccc(NC(=O)CSCC(=O)Nc2sccc2C#N)cc1	i	-1.7	i	i	i	i	-1	i	i	i	-4
COc1ccc(Br)cc1S(=O)(=O)Nc1ncccc1C	i	-0.1	i	i	i	i	11	i	i	i	5
O=C(NC(=S)Nc1ccc(S(=O)(=O)Nc2nccs2)cc1)c1ccccc1	i	0.0	i	i	i	i	-2	i	i	i	7

Further compounds:
smiles	TRPC6 inhibitor	HIF act	MrgX1 ag	MrgX1 allo act	TRPC6 act	RGS4 block	Platelet DG rel	MrgX1 antag	TRPC4 inh	RGS4 act	SKKanGAS inh
CCOC(=O)C1CCN(C(=O)c2sc3nc(C)nc(N4CCC(C)CC4)c3c2C)CC1	-9*	-0.4	i	i	14*	i	-1	i	i	i	-1
CCCNC(=O)CC1C(=O)N(Cc2ccccc2)C(C)c2nc3ccccc3n21 (centres undefined)	i	0.0	i	i	i	i	0	i	i	i	0
Cc1csc(NC(=O)c2ccccc2)n1	i	-0.6	i	i	i	i	10	i	i	i	-3
O=C(CCC(=O)N1CCOc2ccccc21)Nc1ccccc1Br	i	-0.1	i	i	i	i	7	i	i	i	-1
CCN(CC)c1ccc(S(=O)(=O)N2CCOCC2)cc1NS(C)(=O)=O	i	-0.8	i	i	i	i	0	i	i	i	-5
CSCCCNC(=O)c1ccccc1OC1CCN(S(C)(=O)=O)CC1	i	0.7	i	i	i	i	5	i	i	i	-8
CCOC(=O)N1CCN(C(=O)CS(=O)(=O)c2cn(Cc3ccccc3C)c3ccccc23)CC1	i	0.6	i	i	i	i	1	i	i	i	-6
Cc1c[n+]([O-])cc(C)c1Oc1ccccc1	i	-0.1	i	i	i	i	2	i	i	i	-1
O=C1CCC(C(=O)Nc2ccc(OC(F)F)cc2)N1 (centres undefined)	i	-0.1	i	i	i	i	0	i	i	i	-4
NC(=O)C1=C[C@@H](c2coc3ccccc3c2=O)C[C@@H](OCCCCO)O1	i	0.5	i	i	i	i	2	i	i	i	-4
CCOC(=O)c1c(C)c(C(=O)NCCCOC)c(C)n1C	i	-0.4	i	i	i	i	8	i	i	i	0
O=C(CC1(O)C(=O)Nc2ccccc21)c1ccc(-n2cccc2)cc1 (centres undefined)	i	0.2	i	i	i	i	0	i	i	i	4
CC1(C(=O)NCCc2c[nH]c3ccccc23)C=CCN1C(=O)c1ccccc1 (centres undefined)	i	-0.1	i	i	i	i	-2	i	i	i	1
Cc1ccc2cc(/C=N/NC(=O)[C@H](C)NC(=O)OC(C)(C)C)c(Cl)nc2c1	i	-2.0	i	i	i	i	25	i	i	i	-3
CSc1ccc(S(=O)(=O)N2CCC(C(=O)NCC3CCCO3)CC2)cc1 (centres undefined)	i	-1.3	i	i	i	i	3	i	i	i	-6
Oc1c(Br)cc(/C=N/Nc2nncc3ccccc23)cc1Br	i	-0.5	i	i	i	i	20	i	i	i	33
Cc1noc(NS(=O)(=O)c2ccc(NC(=O)C(Cl)(Cl)Cl)cc2)c1C	i	-0.2	i	i	i	i	-4	i	i	i	-12
CN(CP(=O)(O)C(O)c1ccccc1)S(C)(=O)=O (centres undefined)	i	-0.2	i	i	i	i	-2	i	i	i	-2
O=C(CSC1=NS(=O)(=O)c2cc(Cl)ccc2N1)NCc1ccccc1	i	-2.4	i	i	i	i	1	i	i	i	-4
COc1ccccc1NS(=O)(=O)c1cc(NC(=S)Nc2cc(C)cc(C)c2)ccc1Cl	i	-0.1	i	i	i	i	6	i	i	i	9
COC(=O)c1nn(-c2ccc(C)cc2)ccc1=O	i	-0.5	i	i	i	i	0	i	i	i	-8
CCOc1ccc(C2C=C(c3ccc(C)cc3)Nc3nnnn32)cc1 (centres undefined)	i	0.9	i	i	i	i	3	i	i	i	34
CC(=O)c1ccc(N2CCN(C(=O)c3ccc(Cl)c(NC4=NC5CS(=O)(=O)CC5S4)c3)CC2)cc1 (centres undefined)	i	0.5	i	i	i	i	2	i	i	i	10

This is a random part of the collection; any-hit rate near 6.1%.
